Assay outcomes (PubChem)
ssDAF-12 act = S. stercoralis DAF-12 activation, primary screen. 370,000 compounds, 1% hits. HEK293 ssDAF-12/GRIP1 lit1-tk-luc reporter, luminescence; % of 3 µM dafachronic acid response. activation, % at 6.8 µM;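 active = activation above the mean over all tested compounds plus 3 SD, cut at about 0.9% in these data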;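 note: 0% = DMSO-only wells and 100% = 3 µM delta7-dafachronic acid wells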
PLC-gamma1 inh = blocks human PLC-gamma1 enzyme activity. P19174. purified PLC-gamma1, fluorogenic substrate, fluorescence. inhibition, % at 12.2 µM. 370,000 compounds, 0.84% hits; in the data active = inhibition above about 9.5%
GAA850 FXN act = frataxin GAA850 promoter activation. HEK293 lucGAA850 FXN promoter luciferase reporter, 24 h; percent of 10 µM SAHA response. activation, % at 6 µM. 360,000 compounds, 0.56% hits;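 active = activation above the average of all compounds screened plus 3 SD, cutoff fixed separately per campaign, cut at about 7.5% in these data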;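 note: 0% = DMSO wells and 100% = 10 µM SAHA wells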
hcDAF-12 act = H. contortus DAF-12 activation, primary screen; AID 652067; activation, % at 6.8 µM; HEK293 hcDAF-12 lit1-tk-luc reporter, luminescence; 0% DMSO, 100% Δ7-dafachronic acid; 370,000 compounds, 1.4% hits;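 active = activation above the mean of all tested compounds plus 3 SD, cut at about 5.5% in these data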;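 note: 100% = response to 3 µM Δ7-dafachronic acid high control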
hgDAF12 agonist = activates the H. glycines DAF-12 receptor ligand-binding domain; HEK293 GAL4-hgDAF12 UAS-luciferase reporter, agonist luminescence; normalized to butyrate control; activation, % at 6.8 µM; 370,000 compounds, 1.8% hits;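 active = activation above a cutoff set at the mean of all screened compounds plus 3 SD, cut at about 10% in these data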;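 note: 0% = DMSO wells and 100% = sodium butyrate wells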
ADAM17 inh = inhibits human ADAM17; inhibition, % at 6.95 µM; 370,000 compounds, 0.83% hits; recombinant ADAM17, EDANS/DABCYL FRET peptide cleavage; AID 720648; P78536;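 active = inhibition above the mean of compounds lying between control limits plus 3 SD, set per campaign, cut at about 8.5% in these data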;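 note: 0% = DMSO-only wells as the low control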
Target sequence (P78536 215-824 limits assumed): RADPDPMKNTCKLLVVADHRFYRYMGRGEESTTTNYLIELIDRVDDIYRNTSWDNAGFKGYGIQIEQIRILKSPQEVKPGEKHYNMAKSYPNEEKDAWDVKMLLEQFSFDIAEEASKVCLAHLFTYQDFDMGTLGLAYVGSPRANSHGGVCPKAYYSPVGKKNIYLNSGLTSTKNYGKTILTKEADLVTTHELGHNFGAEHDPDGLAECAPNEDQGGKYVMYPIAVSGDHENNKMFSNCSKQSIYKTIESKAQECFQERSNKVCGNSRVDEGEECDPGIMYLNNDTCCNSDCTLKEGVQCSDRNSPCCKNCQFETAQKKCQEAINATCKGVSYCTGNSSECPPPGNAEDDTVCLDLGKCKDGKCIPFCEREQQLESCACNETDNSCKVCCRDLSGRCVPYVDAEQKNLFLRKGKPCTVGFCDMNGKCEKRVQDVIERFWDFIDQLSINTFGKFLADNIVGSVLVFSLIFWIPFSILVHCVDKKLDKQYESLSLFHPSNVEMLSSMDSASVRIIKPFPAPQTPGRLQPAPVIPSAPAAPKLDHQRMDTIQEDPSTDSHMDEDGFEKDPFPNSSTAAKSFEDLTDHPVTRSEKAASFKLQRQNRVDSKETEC
DAX1 inh-1 = NR0B1 (DAX1) inhibition | 340,000 compounds, 0.99% hits | P51843 | HEK293 Gal4-DAX1 luciferase reporter, luminescence | AID 504766 | inhibition, % at 6.75 µM;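 active = inhibition above the mean over all tested compounds plus 3 SD, cut at about 4.2% in these data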;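 note: 0% = DAX1-transfected cells with DMSO and 100% = empty-vector control cells with DMSO; inhibition shows as a rise in luminescence from relieved DAX1 repression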
Target sequence (P51843 207-470 limits assumed): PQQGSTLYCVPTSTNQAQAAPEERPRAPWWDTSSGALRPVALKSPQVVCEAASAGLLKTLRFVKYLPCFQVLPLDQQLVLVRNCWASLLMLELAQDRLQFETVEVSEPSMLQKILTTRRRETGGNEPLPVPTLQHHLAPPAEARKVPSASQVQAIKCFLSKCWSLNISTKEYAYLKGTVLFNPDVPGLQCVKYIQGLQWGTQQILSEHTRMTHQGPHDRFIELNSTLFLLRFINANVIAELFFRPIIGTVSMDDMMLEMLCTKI
ADAM10 inh = ADAM10 inhibition, QFRET primary screen; O14672; recombinant ADAM10, EDANS/DABCYL FRET peptide cleavage, 3 h; inhibition, % at 7 µM; 370,000 compounds, 0.62% hits; AID 720582;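 active = inhibition above a per-campaign cutoff equal to the mean of compounds falling between control-based bounds plus 3 SD, cut at about 20% in these data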;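 note: 0% = DMSO wells while the 100% control is not disclosed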
sPLA2-III inh = Inhibits HGIII-sPLA2 liposome hydrolysis, primary screen | AID 743126 | inhibition, % at 12.2 µM | 370,000 compounds, 0.56% hits | Q9NZ20 | QFRET BODIPY PC-A2 liposome hydrolysis, fluorescence;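 active = inhibition above mean plus 3 SD of compounds lying within the high and low control bounds, cut at about 19% in these data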;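 note: 0% = median of test compound wells and 100% = no enzyme DMSO wells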
DAX1 inh-2 = inhibitors of DAX1 repression of SF-1 activated StAR promoter; HEK293T StAR-luciferase reporter, SF-1/DAX-1 repression relief; 370,000 compounds, 1.1% hits; AID 652010; inhibition, % at 6.8 µM;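 active = inhibition above the mean over all tested compounds plus 3 SD, cut at about 3.6% in these data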;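 note: 0% = DAX-1 cells with DMSO and 100% = cells lacking DAX-1 with DMSO; higher inhibition means more luminescence from relief of DAX-1 repression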
PLC-beta3 inh = PLC-beta3 (human) inhibition, primary screen; Q01970; Purified PLC-beta3, fluorogenic substrate, fluorescence; inhibition, % at 12.2 µM; 370,000 compounds, 0.18% hits; AID 720704; in the data active = inhibition above about 11%;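 note: 0% = median of compound wells on plate and 100% = full blocker control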
The depositor's hits bear a star; i = inactive; · = no result given.

SMILES | ssDAF-12 act | PLC-gamma1 inh | GAA850 FXN act | hcDAF-12 act | hgDAF12 agonist | ADAM17 inh | DAX1 inh-1 | ADAM10 inh | sPLA2-III inh | DAX1 inh-2 | PLC-beta3 inh
c1ccc(CN2CN=C(Nc3nc4ccccc4s3)NC2)cc1 | 0.4 | 4 | 3.3 | 2.5 | 3.3 | -1 | 0.5 | 2 | 1 | 0.3 | 2
CCOC(=O)c1ccc(S(=O)(=O)NC2CCCCCCC2)n1C | -1.0 | 2 | -2.1 | 0.1 | 1.4 | -1 | 1.1 | 3 | -9 | -0.7 | 2
Cc1noc(C)c1CSc1nnc(C)c(=O)[nH]1 | -1.4 | -1 | 2.1 | -0.6 | -0.3 | 0 | 1.2 | 4 | -3 | 0.5 | -1
Cc1ccc(C(=O)c2c3ccc(C(F)(F)F)cc3nn2CCC(N)=O)cc1 | 0.0 | 0 | 5.2 | 3.3 | 2.8 | 0 | -0.9 | 3 | -3 | -0.2 | 3
CC1(OC(=O)c2ccco2)C(=O)C=C2C=C(C3CC3)OC=C2C1=O (configuration not stated) | 0.1 | -60 | 2.0 | 0.4 | 0.0 | -3 | 1.3 | -8 | -16 | -0.2 | -64
NC(=O)NCc1ccc(F)cc1 | -0.8 | 5 | 0.7 | -2.3 | 0.8 | 3 | 1.8 | 6 | 2 | -0.2 | 1
O=c1c2[nH]c3ccccc3c2nc2n1CCS2 | -1.5 | -1 | 2.2 | 0.7 | 1.3 | -13 | -0.2 | -35 | -1 | -0.5 | -5
CCC(=O)N1CCC2(CC1)Oc1ccc(Cl)cc1C(=O)C21CC(c2ccccc2)=NO1 (configuration not stated) | -1.3 | 4 | -6.0 | -2.8 | -1.1 | 4 | -0.8 | 8 | -9 | -0.6 | 5
COc1ccccc1C1=NNC(=Nc2cccc(S(=O)(=O)N(C)C)c2)SC1 | -1.9 | -2 | -2.7 | -2.6 | -3.2 | 3 | -1.8 | 13 | -5 | -1.9 | -5
Cc1cc(C)c2nc(NC(=O)c3ccc4c(=O)n5c(nc4c3)CCCCC5)sc2c1 | -1.5 | -2 | -5.6 | -1.7 | -2.5 | -7 | -1.0 | 2 | 9 | -0.6 | -6
O=C(CSc1ccc2nc(-c3ccccc3)cn2n1)NCC1CCCO1 (configuration not stated) | -0.2 | -298 | 3.5 | 1.4 | 3.7 | i | -0.1 | i | 10 | 1.0 | -430
O=C(Nc1ccc(OCc2ccccc2Cl)cc1)c1cccnc1 | -3.5 | 1 | -9.9 | -7.8 | -11 | -2 | -3.7 | 5 | -4 | -1.6 | -7
CCCN1CCCCC(NC(=O)c2c(F)cccc2F)C1=O (configuration not stated) | -1.1 | -2 | · | 0.7 | 2.0 | -3 | · | -6 | 3 | -0.1 | -2
CCNC(=O)C1CCCN(Cc2ccc(C(=O)OCC)cc2)CC1 (configuration not stated) | -0.1 | -5 | -0.8 | -0.4 | 2.3 | -2 | · | -11 | 3 | 0.5 | -5
COC(=O)C1=C(C)N(Cc2ccccc2C(F)(F)F)C(=NCc2ccc3c(c2)OCO3)NC1c1cccc(F)c1 (configuration not stated) | -1.4 | 1 | · | -1.9 | 2.7 | 0 | · | -1 | -5 | -0.8 | 1
Cc1ccc(C2=N/C(=C\c3ccc(OS(=O)(=O)c4ccc(C)cc4)cc3)C(=O)O2)cc1 | -0.4 | 2 | 1.5 | -0.1 | 0.9 | 3 | 0.1 | 4 | -42 | 0.0 | 0
O=C(NCc1n[nH]c(=S)n1-c1ccc(F)cc1)c1ccco1 | -1.4 | -2 | 0.0 | -0.8 | 1.0 | -3 | -0.2 | 3 | 13 | -0.1 | 2
O=C(CN1C(=O)CC(c2ccco2)Sc2ccccc21)Nc1ccccc1F (configuration not stated) | -0.9 | -1 | -1.5 | 1.6 | -0.3 | 4 | 0.8 | 5 | -2 | -0.1 | -11
O=C(CC1C(=O)NCCN1Cc1ccc(Cl)c(F)c1)NC1CCCCC1 (configuration not stated) | 0.1 | -3 | 1.6 | -0.9 | 0.1 | -4 | 0.1 | -13 | 2 | -0.2 | -19
O=C(Nc1ccc(N2CCCC2)cc1)c1ccc(Cl)cc1Cl | -1.0 | -2 | 3.0 | -0.4 | 1.1 | 5 | -0.2 | 20* | 12 | 0.4 | 2
Cc1ccc(N2C(=O)C3CCCN3C2=S)cc1 (configuration not stated) | -1.3 | 2 | 3.7 | -1.6 | -1.0 | -2 | 0.7 | 4 | -53 | -0.5 | -1
COc1cccc(C(=O)N(Cc2nc(-c3ccc(C)cc3)no2)C(C)C)c1 | -1.5 | 1 | 3.4 | -2.1 | -2.7 | -2 | -0.4 | 5 | -14 | 0.2 | 3
Cn1c(=O)c2c(nc(N/N=C/c3ccco3)n2C)n(C)c1=O | 0.4 | -3 | 0.7 | 1.8 | 2.9 | 3 | 1.3 | 8 | 4 | -0.2 | -15
Cc1cccc(OCCCC(=O)Nc2ccc(S(N)(=O)=O)cc2)c1 | -1.7 | 4 | -0.2 | -2.1 | -1.3 | -2 | 0.4 | 10 | -6 | 0.0 | -3
COc1ccc(Nc2nnc(SCC(=O)c3cc4ccccc4o3)s2)cc1 | 2.0* | -8 | 6.1 | 10* | 5.6 | 2 | 4.1 | -1 | 15 | 2.2 | -25
COc1cccc(OC[C@@H](O)CN2CCC(C(O)(c3ccccc3)c3ccccc3)CC2)c1 | -1.4 | 1 | · | -0.2 | 1.7 | 2 | · | -2 | -30 | 0.1 | 5
O=C(O)c1cccc2c1-c1ccc([N+](=O)[O-])cc1C2=O | -0.4 | -16 | -0.7 | 0.3 | 2.3 | -6 | -0.7 | -6 | 5 | -0.2 | -29
CC(=O)NC(=O)c1cnn(-c2ccccc2)c1N | -1.8 | 1 | -0.9 | -1.2 | 3.1 | -2 | 2.3 | 6 | -1 | 0.0 | 1
Cn1nc(OCc2ccccc2)ccc1=O | -1.0 | 6 | -2.4 | 0.1 | 2.6 | -3 | 0.1 | -1 | 9 | 0.0 | 5
O=C(COc1ccc2c3c(c(=O)oc2c1)CCC3)Nc1ccccn1 | -0.5 | 1 | 2.6 | 3.0 | 4.6 | -3 | 2.1 | -36 | 10 | -0.2 | -14
Cc1cccc(Nc2nnc(-c3ccc(N4CCOCC4)c([N+](=O)[O-])c3)c3ccccc23)c1 | -2.6 | 3 | -0.8 | -3.5 | -3.3 | 8 | -1.2 | 14 | 0 | -0.8 | 5
O=C(N/N=C/c1ccccn1)c1cccc([N+](=O)[O-])c1 | -1.5 | 3 | 9.2* | -0.5 | 2.6 | -2 | 0.4 | -2 | 2 | -0.4 | 1
Cc1ccn2cc(-c3ccc(NC(=O)c4ccco4)cc3)nc2c1 | -0.2 | -8 | 6.3 | 2.4 | 11* | -2 | -0.4 | -7 | 3 | 5.0* | -11
COc1ccc(N(CC(=O)NC(C)C)C(=O)CCC(=O)Nc2ccccn2)cc1 | -1.9 | 0 | 0.1 | 1.6 | 0.4 | -3 | -1.2 | -1 | 5 | 0.3 | -6
CCC(CC)c1nnc(NC(=O)c2cc([N+](=O)[O-])ccc2N2CCOCC2)s1 | -0.7 | -5 | 2.0 | -1.2 | 5.3 | -1 | 1.0 | -7 | 3 | -1.0 | -3
CCN1CCN(C(=O)c2ccc(Cl)c(S(=O)(=O)N3CCCCCC3)c2)CC1 | -1.6 | 0 | -0.5 | 0.4 | -4.2 | -1 | 1.1 | -1 | 2 | -0.4 | 1
COc1ccc(N2CC(C(=O)NNC(=O)c3ccc(Br)cc3)CC2=O)c(OC)c1 (configuration not stated) | -0.6 | 5 | 0.0 | -0.6 | -0.2 | -2 | 0.5 | -11 | -5 | -1.1 | 0
COC(=O)[C@]1(Cc2ccccc2)N[C@H](CN(C)C(=O)Nc2ccccc2)[C@@H]2C(=O)N(C)C(=O)[C@@H]21 | -0.5 | -2 | 0.6 | 0.3 | -2.9 | -4 | -1.2 | -7 | 15 | -0.9 | 0
O=C(CCCN1C(=O)/C(=C/c2ccccc2)SC1=S)NCCCn1ccnc1 | -1.6 | -1 | -4.7 | -4.6 | -5.0 | 0 | -0.1 | 0 | -10 | -0.4 | -12
COc1ccc(CN(C)C(C)C(=O)Nc2cccc3ccccc23)cc1 (configuration not stated) | -0.7 | 0 | -0.2 | 1.6 | -1.5 | 2 | -0.1 | 1 | -3 | -0.3 | -5
COC(=O)C1(Cc2cc(-c3ccccc3)no2)CCN(C(=O)OC(C)(C)C)CC1 | -1.5 | 2 | 3.6 | -1.1 | -0.3 | 4 | 0.5 | 2 | -10 | 0.2 | 3
COc1ccc(N(CC(=O)NCCC2=CCCCC2)S(C)(=O)=O)cc1OC | -0.3 | 0 | 6.2 | -0.3 | 2.1 | -1 | 2.0 | -2 | 1 | 0.0 | -1
Cc1ccc(CNC(=O)C2CCCN(S(=O)(=O)N3CC(C)CC(C)C3)C2)cc1 (configuration not stated) | -0.8 | -1 | -1.6 | -1.0 | -0.4 | -4 | 0.3 | -1 | 8 | -0.6 | -6
COc1cc(C2C(c3ccccc3)C(c3cc(OC)cc(=O)o3)C2c2ccccc2)oc(=O)c1 (configuration not stated) | -0.9 | 2 | -3.1 | 1.1 | 4.8 | -3 | 1.1 | -8 | 2 | -0.3 | 5
CCOC(=O)C1CCN(C(=O)c2ccc(N3CCOCC3)c([N+](=O)[O-])c2)CC1 | -1.3 | 4 | 1.6 | -1.1 | -0.3 | -4 | 0.2 | -12 | 10 | 0.1 | -5
CN(C)C=Nc1ccc2nn(-c3ccccc3)nc2c1 | 1.2* | i | 3.1 | 6.7* | 15* | -378 | 2.8 | i | -2 | 4.4* | i
O=C(CSc1ccc(F)cc1)NC(=O)c1ccccc1 | -0.8 | 2 | -0.8 | 2.7 | -0.6 | 3 | -0.1 | -6 | -1 | -0.5 | 5
CC(C)(C)NCc1cc(Cl)ccc1OCc1cccs1 | -1.3 | -1 | -4.8 | 0.1 | 3.6 | 0 | -0.7 | 0 | -6 | 0.0 | 1
O=C(CCNS(=O)(=O)c1cccc2nsnc12)NCc1ccccc1Cl | -1.0 | 1 | -0.7 | -1.3 | -1.6 | 1 | 0.9 | 7 | 0 | -0.3 | 1
COc1cc(S(=O)(=O)N2CCCCCC2)c(OC)cc1Br | -1.1 | 4 | 0.6 | -1.8 | -2.1 | -1 | -0.4 | 2 | 3 | -0.6 | 1
O=c1nc(N/N=C/C=C/c2ccccc2)cn[nH]1 | -0.1 | 0 | 5.8 | 3.4 | 16* | -3 | -1.2 | 2 | -6 | 2.3 | -5

Profiles as entered above:
COc1ccc(N(CC(=O)NC(C)C)C(=O)CCC(=O)Nc2ccccn2)cc1 in the list: ssDAF-12 act: -1.9; PLC-gamma1 inh: 0; GAA850 FXN act: 0.1; hcDAF-12 act: 1.6; hgDAF12 agonist: 0.4; ADAM17 inh: -3; DAX1 inh-1: -1.2; ADAM10 inh: -1; sPLA2-III inh: 5; DAX1 inh-2: 0.3; PLC-beta3 inh: -6
COc1ccc(CN(C)C(C)C(=O)Nc2cccc3ccccc23)cc1 (configuration not stated) in the list: ssDAF-12 act: -0.7; PLC-gamma1 inh: 0; GAA850 FXN act: -0.2; hcDAF-12 act: 1.6; hgDAF12 agonist: -1.5; ADAM17 inh: 2; DAX1 inh-1: -0.1; ADAM10 inh: 1; sPLA2-III inh: -3; DAX1 inh-2: -0.3; PLC-beta3 inh: -5
